From PubChem BioAssay
Growth percent in the NCI-60 one-dose screen (48 h, 10 µM unless noted): 100 = growth as untreated, 0 = no growth, -100 = all killed.
EKVX: EKVX NSCLC; actives 3% (n = 71,000); AID 1794765
SK-MEL-28: SK-MEL-28 melanoma; actives 4.1% (n = 81,000)
SK-MEL-2: SK-MEL-2 melanoma | actives 4.7% (n = 77,000) | AID 1794763
HOP-62: HOP-62 NSCLC; actives 3.9% (n = 80,000); AID 1794735
A549/ATCC: A549/ATCC NSCLC; actives 3.7% (n = 81,000); AID 1794740
M14: M14 melanoma; actives 6.2% (n = 80,000); AID 1794745
SK-MEL-5: SK-MEL-5 melanoma | actives 6.4% (n = 80,000) | AID 1794755
HOP-92: HOP-92 NSCLC cells | actives 6.3% (n = 71,000)
* hit, by the source's call; x = no result given; & = joins results of further samples. Rule for the calls: active = growth percent below 10; inactive = the rest.

SMILES	EKVX	SK-MEL-28	SK-MEL-2	HOP-62	A549/ATCC	M14	SK-MEL-5	HOP-92
COc1ccc2cc(OC)ccc2c1	99	120	120	109	98	106	114	98
Cc1ccc(S(=O)(=O)Nn2c3c(cc(-c4nc5ccccc5s4)c2=O)CCCCCC3)cc1	92	110	99	95	101	99	96	85
COc1ccc(/C=C/c2nnc(/C=C/c3ccc(OC)c(OC)c3)o2)cc1OC	37	31	20	35	32	5.4*	2.8*	20
N#Cc1c(N2CCNCC2)[nH]n(C2=Nc3ccccc3Sc3ccccc32)c1=O	105	117	102	101	110	100	105	66
COC(=O)c1ccc(-n2cc(CCCOS(=O)(=O)c3ccc(F)cc3)nn2)cc1	101	101	101	106	97	104	103	100
Cc1nc2ccc(Br)cn2c1-c1nnc(SCc2ccccc2[N+](=O)[O-])o1	90	100	107	100	105	106	100	105
O=C(/C=C/c1ccccc1)CC(c1ccccc1)N1CCOCC1 (stereo unspecified)	117	107	-25*	102	63	-35*	99	x
CC1CN(Cc2ccccc2)C(=O)N(c2ccccc2)C1=O (stereo unspecified)	104	105	117	85	114	104	104	85
CCOC(=O)c1ccc2c(c1)c1c(C)c3ccncc3c(C)c1n2C	10	-28*	-38*	-16*	8.4*	-57*	-60*	1.3*
CCOC(=O)c1c(SC)nn(-c2cc(=O)[nH]c3ccc(Cl)cc23)c1N	51	121	98	x	102	103	100	72
Nc1ccc(C(=O)Oc2ccccc2)c(O)c1	85	112&104	115&94	104&99	101&81	108&95	109&91	100&38
CCOP(=O)(OCC)C(NC(=O)c1ccc([N+](=O)[O-])cc1)C1=NCCS1 (stereo unspecified)	95	110	112	98	100	109	99	107

Copied from above for reference:
SMILES	EKVX	SK-MEL-28	SK-MEL-2	HOP-62	A549/ATCC	M14	SK-MEL-5	HOP-92
CC1CN(Cc2ccccc2)C(=O)N(c2ccccc2)C1=O (stereo unspecified)	104	105	117	85	114	104	104	85
CCOC(=O)c1ccc2c(c1)c1c(C)c3ccncc3c(C)c1n2C	10	-28*	-38*	-16*	8.4*	-57*	-60*	1.3*
CCOC(=O)c1c(SC)nn(-c2cc(=O)[nH]c3ccc(Cl)cc23)c1N	51	121	98	x	102	103	100	72
Nc1ccc(C(=O)Oc2ccccc2)c(O)c1	85	112&104	115&94	104&99	101&81	108&95	109&91	100&38
CCOP(=O)(OCC)C(NC(=O)c1ccc([N+](=O)[O-])cc1)C1=NCCS1 (stereo unspecified)	95	110	112	98	100	109	99	107

The listing picks up; the 3 compounds before the break are reprinted first.
SMILES	EKVX	SK-MEL-28	SK-MEL-2	HOP-62	A549/ATCC	M14	SK-MEL-5	HOP-92
CCOC(=O)c1c(SC)nn(-c2cc(=O)[nH]c3ccc(Cl)cc23)c1N	51	121	98	x	102	103	100	72
Nc1ccc(C(=O)Oc2ccccc2)c(O)c1	85	112&104	115&94	104&99	101&81	108&95	109&91	100&38
CCOP(=O)(OCC)C(NC(=O)c1ccc([N+](=O)[O-])cc1)C1=NCCS1 (stereo unspecified)	95	110	112	98	100	109	99	107
O=C(CC(C(=O)c1ccccc1)N1CCOCC1)c1ccccc1 (stereo unspecified)	99	92	102	106	92	101	95	x
CC(=O)N(C)c1ccc(Nc2cc(C)[nH]c3ccc4ncnc4c23)cc1	79	x	116	54	67	77	51	-2.3*
O=c1ccn(C2CCCO2)c(=O)[nH]1 (stereo unspecified)	107	108	124	107	95	107	111	x
O=C1CCN=C2C=CC(F)=CN12	102	109	109	110	93	108	105	111
Cc1c(C(=O)/C=C/c2cccc([N+](=O)[O-])c2)nnn1-c1ccc(Br)cc1	92	99	98	101	91	90	98	85
CCOC(=O)C1CCC1C(=O)OCC (stereo unspecified)	x	103	114	101	101	109	100	80
CC(C)=CCC1=C(O)COC1=O	107	105	117	99	97	101	114	109
C=CCc1nc2ccccc2s1	109	106	107	100	103	108	114	99
CC(c1ccccc1)N1C(=O)/C(=C2\SC(=S)N(C(C)c3ccccc3)C2=O)SC1=S (stereo unspecified)	96	98	110	101	103	99	100	97
Nc1ccc2cc(S(=O)(=O)O)cc(O)c2c1	142	119	93	89	98	97	106	94
COc1cc2c(c(OC)c1OC)CCc1cnoc1-2	112	123	119	156	103	122	100	x
C#CCOc1cccc(Nc2ncnc3ccc(NC(=O)CCl)cc23)c1	-45*	-17*	-48*	-35*	-39*	-48*	-93*	-77*

Compound profiles, as listed above:
Results for `CC(C)=CCC1=C(O)COC1=O` → EKVX = 107; SK-MEL-28 = 105; SK-MEL-2 = 117; HOP-62 = 99; A549/ATCC = 97; M14 = 101; SK-MEL-5 = 114; HOP-92 = 109
Results for `CC(=O)N(C)c1ccc(Nc2cc(C)[nH]c3ccc4ncnc4c23)cc1` → EKVX = 79; SK-MEL-28 = x; SK-MEL-2 = 116; HOP-62 = 54; A549/ATCC = 67; M14 = 77; SK-MEL-5 = 51; HOP-92 = -2.3*

The list continues:
SMILES	EKVX	SK-MEL-28	SK-MEL-2	HOP-62	A549/ATCC	M14	SK-MEL-5	HOP-92
C=C1c2nc3ccccc3n2C=C(c2ccc(OC)cc2)N1Cc1ccc(Cl)cc1	81	119	102	143	87	103	94	78
N#Cc1nc(-c2ccccc2)oc1N1CCCC1CO (stereo unspecified)	89	106	113	108	94	108	95	118
CC1=C(C)C(=O)C(Nc2cccc(C(=O)OC(C)(C)C)c2)=CC1=O	81	97	82	78	106	88	31	79
CCOC(=O)C1=C(c2ccccc2)N=C2SC=C(c3cccc([N+](=O)[O-])c3)N2C1c1ccc(Br)cc1 (stereo unspecified)	75	98	96	90	81	90	23	81
O=c1[nH]c2cc(Cl)c(Cl)cc2n2cc3cccnc3c12	71	132	120	83	103	114	87	124
CCOc1ccc2[nH]c(=S)sc2c1	96	109	x	99	103	99	101	82
Cc1cccc(NC(=O)/C(=C/N2C(=O)SCC2=S)N2CCOCC2)c1C	97	108	105	92	93	99	101	101
CCCCC[n+]1ccc(SCC(=O)N(C)c2ccccc2Br)c2ccccc21	98	111	101	113	98	104	100	91
O=C1/C(=C/c2ccc(OCc3cccc(Cl)c3)cc2)Oc2cc(O)ccc21	40	58	11	64	35	67	24	22
CCN1C(=O)N(CC)C2Nn3c(s/c(=C4\C(=O)N(C5CCCC5)c5ccccc54)c3=O)=NC21 (stereo unspecified)	60	73	76	50	54	92	35	67
C1=CN2CC(c3ccccc3)=NNC2c2ccccc21 (stereo unspecified)	73	126	90	72	95	94	93	77
COc1ccc2oc3c(C)c4c(c(C)c3c2c1)C(=O)N(CCO)C4=O	95	100	94	92	99	95	94	91
C[N+]1(CCCCC[N+]2(C)CCCC2)CCCC1	80	105	x	x	76	99	103	75
C#CCN1C(=O)c2cccc3c(-c4ccc5c(c4)ncn5C4CCCCC4)ccc(c23)C1=O	79	102	94	90	97	96	64	37
COc1ccc(-c2cc(-c3ccc(N(C)C)cc3)nc(NC(=O)c3ccncc3)n2)cc1	100	108	116	103	94	104	89	63
Cc1nc(O)cc(=O)[nH]1	108	110	x	112	109	105	109	76
Cc1ccc(-c2nc(N3CCCN(C(=O)Nc4ccccc4)CC3)c3ccccc3n2)cc1	88	97	91	108	83	94	87	109
Cc1ccc(C(C(=O)NC2CCCCC2)N(Cc2ccccc2Cl)C(=O)c2ccc(CN3CCOCC3)o2)o1 (stereo unspecified)	89	114	93	107	98	99	83	91
C/C(=N\O)c1ccc(OC(=O)c2cc(-c3ccc(S(C)(=O)=O)cc3)nc3ccccc23)cc1	93	99	104	93	95	105	99	86
CC1=CC(=O)C2=C(C)CC(OS(=O)(=O)c3ccc(C)cc3)[C@@H]3[C@H](OC(=O)[C@@H]3C)[C@@H]12 (stereo partly specified)	103	99	104	97	95	x	96	91
O=C1CCCN1C1CCN(Cc2ccc(Cl)cc2)c2ccccc21 (stereo unspecified)	80	107	99	87	96	96	90	x
CC1(c2cccc(N)c2)OCCO1	94	96	110	113	96	103	107	82
O=S(=O)(Nc1ncccn1)c1ccc(-n2c(-c3ccc(Br)cc3)nc(-c3ccccc3)c2-c2ccccc2)cc1	16	29	57	57	35	38	25	11
CCN1CCN(c2cc(C)nc(NCc3cc(Nc4ccnc5cc(Cl)ccc45)ccc3F)n2)CC1	60	93	104	52	75	-64*	-86*	63
C[C@]12CC[C@@H]3c4ccc(O)cc4C[C@@H](O)[C@H]3[C@@H]1CC[C@@H]2O	x	117	110	108	95	105	96	x
Cc1nn(-c2ccccc2)c(-n2ccnc2)c1/C=N/Nc1nc(-c2ccc(C#N)cc2)cs1	84	90	98	77	76	76	60	66
N=C1SC2C(=NC(=S)NC2c2ccc(O)cc2)N1c1nccs1 (stereo unspecified)	95	107	106	95	108	109	102	94
Nc1nc(N)nc(-c2ccc([N+](=O)[O-])o2)n1	111	115	101	112	87	101	92	90
COc1cc2c(/C=C3/C(=O)Nc4ccc(O)cc43)c(Cl)n(Cc3cc(OC)c(OC)c(OC)c3)c2cc1C	13	45	37	40	16	11	-64*	-5.2*
O=C(CCn1cc[n+](CC(=O)c2ccccc2)c1)Nc1cccc2cccnc12	99	103	107	112	100	98	95	x
CC(=O)Oc1ccc(OC(C)=O)c2ccccc12	92	111	113	90	99	105	60	-89*
CCOC(=O)c1ccc2nc(-c3c(C)nn(-c4ccccc4)c3N3CCCC3)[nH]c2c1	105	103	102	98	91	98	96	91
CCCCOC(=O)c1ccc(Cl)c(Cl)c1	100	111	x	91	112	101	103	88
CN(Cc1ccccc1)C(=O)Nc1c(Cl)cccc1Cl	97	117&104	101&87	111&97	101&94	96&100	100&99	96&78
CC(=O)Nc1ccc2c(c1)C(=Nc1ccccc1)c1ccccc1-2	104	111	110	105	95	119	108	87
O=C(O)COc1c(Cl)c(Cl)c(Cl)c(Cl)c1Cl.[Cu+2]	x	109	112	112	99	100	85	x
Cc1ccccc1-c1cc(-c2ccc(F)cc2)c(C#N)c(=O)[nH]1	106	106	105	89	99	114	95	78
CCCCC(O)C(F)(F)Cl (stereo unspecified)	x	110	91	97	102	101	105	86
C=C(C)COC(OCC(=C)C)C(C)C	101	106	x	99	106	106	107	78
O=C(/C=C/c1ccccc1)c1ccc(F)cc1	82	102	111	95	92	98	x	79
Cc1cc(O)c(C2=NN(c3ccc(S(N)(=O)=O)cc3)C(c3cccc(O)c3)C2)cc1Cl (stereo unspecified)	66	104	93	100	66	85	87	x
CCC1=C(OS(C)(=O)=O)COC1=O	85	105	73	92	87	94	104	82
O=C(Nc1cc(C(F)(F)F)cc(C(F)(F)F)c1)Nc1ccc(Cl)cc1C(=O)O	102	99	98	103	110	100	98	76
CCOC(=O)c1c(C)nn(-c2ccc(F)cc2)c1NC(=S)Nc1ccccc1	101	124	99	91	92	116	99	99
CC1(c2ccccc2)NC(=O)N(CC(=O)Nc2ccc(C(=O)/C=C/c3ccc(Br)cc3)cc2)C1=O (stereo unspecified)	55	49	52	62	39	23	28	25
O=c1[nH]cnc(O)c1Cl	97	103	104	92	103	97	100	97
COc1cc(/C=C/C(=O)N2CCCCCC2)cc(OC)c1OC	94	124	132	125	104	106	98	82
COc1ccc2c(c1)oc1c3[nH]c4ccccc4c3c3c(c21)C(=O)NC3=O	82	104	99	99	101	82	80	79
N#Cc1cnn(C2=NC(c3cccc([N+](=O)[O-])c3)c3sc4ccc(Cl)cc4c3N2)c1N (stereo unspecified)	79	114	105	94	104	103	95	98
O=Cc1cc(Cl)cc(Cl)c1O	100	105	113	96	90	107	111	105
CCCCC(=O)c1ccco1	99	103	99	89	98	91	99	100
CN(C)c1nc(NCCNS(=O)(=O)c2ccc(C3=Nc4c(N)nc(N)nc4NC(c4ccc(F)cc4)C3)cc2)nc(N2CCOCC2)n1 (stereo unspecified)	57	99	111	83	85	78	57	15
COc1cc(-c2nc3ccc(/C=C/C(=O)c4ccc(C(F)(F)F)cc4)cc3s2)ccc1F	94	107	x	94	98	102	113	106
CCOc1cccc(NC2=C(Br)C(=O)C(C)=C(C)C2=O)c1	92	104	95	84	103	87	89	-8.1*
COC(=O)[C@]12CC[C@@H](C)[C@H](C)[C@@H]1C1=CC[C@@H]3[C@@]4(C)C=C(O)C(=O)C(C)=C4CC[C@@]3(C)[C@]1(C)CC2	1.1*	x	27	56	40	25	29	26
COc1cc(/C(C#N)=C/c2nc3c(N4CCOCC4)nc(Cl)nc3n2C)cc(OC)c1OC	35	46	57	25	20	11	-38*	-4.2*
O=S(=O)(O)c1ccc(-c2ccc(S(=O)(=O)O)cc2)cc1	103	109	106	116	101	103	106	107
CCSC(=O)n1ncc2cc(Cl)ccc21	x	99	125	112	94	107	97	x
CC1=CC(=Nc2cc(Cl)c(O)c(Cl)c2)C=CC1=O	90	97	106	79	111	89	100	100
Cc1ccc(C)c(S(=O)(=O)NC2c3ccccc3Oc3ccccc32)c1	100	106	101	96	97	101	101	60

Further entries follow:
SMILES	EKVX	SK-MEL-28	SK-MEL-2	HOP-62	A549/ATCC	M14	SK-MEL-5	HOP-92
Nc1n[nH]c2cc(F)c([C@@H]3Nc4c(F)cc5[nH]ncc5c4[C@H]4C5CCC(C5)[C@@H]34)cc12 (stereo partly specified)	63	53	43	28	19	21	8.1*	34
CCOC(=O)C(NC(=O)c1ccccc1)C(=O)OCC	107	118	x	94	100	101	104	90
COc1ccc(-c2n[nH]c(=S)n2-c2cccnc2)cc1	x	104	x	102	99	106	103	97
C[C@]12CC[C@H]3[C@@H](CCC4=CC(=O)CC[C@@]43C)[C@@H]1[C@@H](O)C[C@@H]2C(=O)CO	110	106	91	103	101	97	107	99
CCOc1ccccc1I	94	106	124	84	111	95	117	100
NC(=O)N/N=C\c1c[nH]c2ccccc12	49	113	93	92	104	107	105	111
